# A340 absorber: compound light absorbance at 340 nm, profiling panel, artefact control, biochemical, MLSMR library, data from PS, PMK, MK assays. 65,000 tested, under 10 active. compound absorbance at 340 nm, fold over control. fold change at 10 µM. AID 708, 2007;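 active = at 10 µM dose, initial 340 nm absorbance at least 2 fold that of control wells; inactive = change under 2 fold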;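 note: initial absorbance extrapolated from kinetic A340 decline of NADH oxidation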
# JNK3 blocker: JNK3 kinase activity inhibitors, primary screen, biochemical, human, purified enzyme. Mitogen-activated protein kinase 10 (Homo sapiens), P53779. HTS. inhibition, % at 8 µM. actives 0.61% (n = 60,000). AID 746, 2007; in the data active = inhibition above about 17%;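 note: 0% = DMSO and 100% = reference inhibitor; many of its hits are not listed in these tables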
# FXIIa inh mix: human factor XIIa inhibitors, primary screen, biochemical, pooled compound mixtures, fluorogenic substrate | inhibition, % at 5 µM | actives 0.2% (n = 62,000) | Coagulation factor XII (Homo sapiens), P00748 | purified FXIIa | AID 684, 2007;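 note: 0% = enzyme without compound and 100% = no enzyme blank; some results filed as inactive read as strong as hits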
# Cdc25B block: inhibitors of Cdc25B phosphatase catalytic domain, primary screen, biochemical, OMFP fluorescence; inhibition, %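 (compounds tested at 10 µM final in the well)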; M-phase inducer phosphatase 2 (Homo sapiens), P30305; recombinant Cdc25B, OMFP fluorescence Ex485/Em525; actives 0.1% (n = 65,000); in the data active = inhibition above about 50%
# Target sequence (P30305 whole entry, looked up, the tested form may be a part): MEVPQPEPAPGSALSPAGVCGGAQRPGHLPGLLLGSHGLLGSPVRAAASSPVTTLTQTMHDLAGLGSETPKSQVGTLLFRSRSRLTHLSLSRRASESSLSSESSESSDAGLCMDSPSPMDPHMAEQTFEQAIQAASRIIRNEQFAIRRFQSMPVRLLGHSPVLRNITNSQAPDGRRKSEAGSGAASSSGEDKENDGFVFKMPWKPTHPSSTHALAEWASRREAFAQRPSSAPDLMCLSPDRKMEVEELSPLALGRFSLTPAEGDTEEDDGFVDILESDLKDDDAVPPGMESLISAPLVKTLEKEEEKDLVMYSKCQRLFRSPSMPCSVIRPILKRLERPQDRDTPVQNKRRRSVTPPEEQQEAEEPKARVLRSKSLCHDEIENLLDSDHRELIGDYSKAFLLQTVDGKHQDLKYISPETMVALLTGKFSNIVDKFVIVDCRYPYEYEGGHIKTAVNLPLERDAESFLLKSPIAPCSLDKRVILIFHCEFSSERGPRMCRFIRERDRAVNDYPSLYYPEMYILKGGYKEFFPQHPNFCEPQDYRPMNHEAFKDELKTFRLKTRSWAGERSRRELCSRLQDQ
# MMP-13 inhibitor: human MMP13 inhibitors, primary screen, biochemical, FRET peptide cleavage. Collagenase 3 (Homo sapiens), P45452. MMP-13 fTHP FRET cleavage, Mca fluorescence. inhibition, % at 4 µM. actives 0.07% (n = 65,000);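 active = inhibition above the mean of compound-free control plate wells plus 3 SD, cut at about 14% in these data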;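 note: 0% = DMSO wells and 100% = wells with reference MMP-13 inhibitor after basal subtraction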
# Hsp90 block: tumor Hsp90 inhibitors, primary screen, cell lysate, fluorescence polarization, NCI-N417 lysate; AID 429, 2006; inhibition, % at 30 µM; Cy3B-geldanamycin FP displacement; actives 0.35% (n = 64,000);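 active = inhibition above 50%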;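 note: 0% = tracer plus lysate wells and 100% = tracer alone without lysate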
# FXIa inh mix: FXIa protease inhibitors in compound pools, primary screen, biochemical, 10-compound mixtures | AID 680, 2007 | Coagulation factor XI (Homo sapiens), P03951 | purified FXIa, fluorogenic substrate, pooled mixtures | actives 0.19% (n = 62,000) | inhibition, % at 5 µM;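 note: each value is inhibition by a whole ten-compound pool holding the compound; 0% = enzyme with no mixture and 100% = wells lacking enzyme; strong numbers were not always called active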
# AP complement: alternative complement pathway inhibitors, primary screen, biochemical, ELISA, human serum, orthogonally pooled compounds | AID 1235, 2008 | inhibition, % at 5 µM | actives 0.08% (n = 62,000) | LPS-coated ELISA, C3 deposition; tested in compound mixtures;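 active = inhibition above 30% in each of the two pooled mixtures holding the compound, so the lower value exceeds 30%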;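 note: 0% = serum in Mg-EGTA without compound and 100% = EDTA serum blank; some compounds past the cut are filed as inactive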
#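 Assay system: Human serum alternative complement pathway, C3 deposition on LPS-coated wells | Incubation: 1 h serum-compound exposure at 37 °C | Doses: 5 µM per compound in ten-compound mixtures | Read-out: Percent inhibition | Technique: ELISA with HRP anti-human C3 antibody, TMB substrate, absorbance 450 nm | Replication: Two pool placements per compound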
# MKP-1 inh: MKP-1 phosphatase inhibitors, primary screen, biochemical, in vitro; Dual specificity protein phosphatase 1 (Homo sapiens), P28562; recombinant MKP-1, OMFP hydrolysis fluorescence; inhibition, %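 (compounds tested at a single concentration somewhere between 10 and 100 µM)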; actives 0.15% (n = 65,000); AID 374, 2006;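 active = inhibition above about 50%, limit read from the data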;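 note: 0% = DMSO max control wells and 100% = wells with enzyme stopped by NaOH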
# Target sequence (P28562 whole entry, looked up): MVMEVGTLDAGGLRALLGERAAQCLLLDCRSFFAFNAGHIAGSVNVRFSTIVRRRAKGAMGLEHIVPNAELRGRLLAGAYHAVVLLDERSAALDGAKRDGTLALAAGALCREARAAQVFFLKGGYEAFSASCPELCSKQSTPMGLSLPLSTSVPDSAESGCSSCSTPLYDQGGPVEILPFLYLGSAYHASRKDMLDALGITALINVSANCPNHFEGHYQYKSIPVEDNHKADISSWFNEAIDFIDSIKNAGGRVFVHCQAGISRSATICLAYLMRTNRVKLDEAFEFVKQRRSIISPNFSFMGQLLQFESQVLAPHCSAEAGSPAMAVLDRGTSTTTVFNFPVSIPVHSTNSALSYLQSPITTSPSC
# Numbers without * were called inactive; i = inactive; nt = not tested or not shown; & = joins results of further samples; [ ] = remark or other dose. Cut-off read from the data, not from the text of the source, unless noted: active = inhibition above about 20% (passing the limit was not always enough); inactive = the rest.
Molecule | A340 absorber | JNK3 blocker | FXIIa inh mix | Cdc25B block | MMP-13 inhibitor | Hsp90 block | FXIa inh mix | AP complement | MKP-1 inh
Cn1ncc2c1ncn1c(-c3ccccc3Cl)nnc21 | 1.1 | -11 | 10 | -5 | 0 | 3 | 0 | 15 | -10
Cc1ccc(C2C(C#N)=C(N)Oc3cc4c(cc32)OCO4)cc1 (stereo not given) | 0.99 | 2 | 2 | -6 | -5 | 0 | -20 | 3 | 4
COc1ccc(-c2nc3ccccc3c(=O)n2CCCn2ccnc2)cc1 | 1 | -1 | 3 | 0 | 1 | -2 | 8 | 18 | 1
CCOc1ncccc1C(=O)OCc1cc(=O)n2c(n1)sc1ccccc12 | 1 | 9 | -16 | -2 | -6 | -4 | 0 | 5 | 22
CCn1c(=N)n(CCOc2ccc(OC)cc2)c2ccccc21 | 1 | -5 | 7 | 4 | -1 | -3 | 4 | 20 | -9
CCOC(=O)c1c(C)c(C(=O)N(C)C2CCCCC2)c(C)n1C | 0.98 | 3 | 3 | -8 | 1 | -4 | 7 | 2 | 4
O=C(c1ccccc1F)N1CCN(c2ccccc2F)CC1 | 1 | 2 | -1 | -1 | 3 | -1 | 3 | 12 | -5
Cc1cc(NC(=O)CSc2nnc(-c3ccoc3C)o2)no1 | 1 | 2 | -25 | 3 | -3 | 10 | 7 | -5 | -11
CCC(C)C1C(C#N)=C(N)Oc2n[nH]c(C)c21 (stereo not given) | 1 | 3 | 5 | 5 | 7 | -1 | 8 | 20 | 4
O=C(c1ccc(Cl)s1)N1CCN(c2ccccc2)CC1 | 1 | -4 | -2 | -2 | -1 | -2 | 6 | 8 | 6
Cc1occc(=O)c1OC(=O)Nc1ccccc1 | 1 | -6 | nt | -20 | 4 | 0 | nt | nt | -22
CCN1CCN(C(c2ccc(F)cc2)c2nnnn2Cc2cccs2)CC1 (stereo not given) | 1 | -2 | 10 | -18 | 5 | 0 | 10 | 19 | -13
O=C(CSc1nc2ccccc2c(=O)n1-c1ccccc1)NCc1ccco1 | 1 | -4 | -17 | 4 | 7 | 0 | 0 | 13 | 4
O=C(Nc1ccccc1)Nc1nncs1 | 1 | 5 | nt | 1 | 8 | -5 | nt | nt | -15
Cc1noc(C)c1CSc1ncnc2sc(C)c(C)c12 | 1 | 6 | 5 | 3 | 2 | 1 | -3 | 24 | 8
COc1ccc(-c2cc(-c3cccs3)c(C#N)c(SCC(=O)NCc3ccco3)n2)cc1 | 1 | 5 | 4 | 13 | -11 | -2 | 7 | 2 | -3
CC(C)NC(=O)CCNS(=O)(=O)c1ccc(Br)cc1 | 0.99 | 2 | 20 | -7 | -6 | -2 | 0 | 2 | 12
CCOC(=O)N1CCN(c2ccc(C(=O)CC)cc2F)CC1 | 1.1 | 0 | -15 | -3 | 6 | 0 | 11 | 9 | 5
CCN(CC)CCCN1C(=O)C(=O)/C(=C(/O)c2ccc(OC)c(Cl)c2)C1c1ccco1 (stereo not given) | 1.1 | 2 | 6 | 0 | -1 | -8 | -3 | 10 | -9
CCN(C(=O)CCc1nc(-c2ccccc2F)no1)c1cc(OC)ccc1OC | 1 | 3 | 2 | -23 | 2 | 2 | -5 | -15 | -10

# Single values from the results shown.
# In AP complement, COc1ccc(-c2cc(-c3cccs3)c(C#N)c(SCC(=O)NCc3ccco3)n2)cc1 has 2
# In A340 absorber, CCN(C(=O)CCc1nc(-c2ccccc2F)no1)c1cc(OC)ccc1OC has 1

# Other records
Molecule | A340 absorber | JNK3 blocker | FXIIa inh mix | Cdc25B block | MMP-13 inhibitor | Hsp90 block | FXIa inh mix | AP complement | MKP-1 inh
O=C(Cn1nnc(-c2ccccc2F)n1)Nc1ccc2c(c1)OCO2 | 1 | -3 | 2 | 12 | 16* | -4 | 7 | 8 | -21
Cc1nnc(SCC(=O)NCc2ccco2)[nH]c1=O | 0.97 | 0 | 10 | -6 | 3 | -6 | 1 | 5 | -14
Cc1cccc(/N=C/c2c(O)c3ccccc3oc2=O)n1 | 1.1 | -1 | 5 | -6 | 0 | -4 | 2 | 0 | 6
CC(n1cnnn1)C12CC3CC(CC(C3)C1)C2 (stereo not given) | 0.99 | 0 | 0 | -1 | -7 | -1 | 12 | -1 | -4
c1ccc(COc2ccc(OCCn3cncn3)cc2)cc1 | 1 | 1 | 10 | -15 | 5 | -5 | 4 | 14 | -14
CCC(c1nnc(SCC(=O)NCC2CCCO2)n1Cc1ccccc1)N(C)C (stereo not given) | 0.99 | 0 | 6 | -4 | 6 | -2 | -1 | 13 | 1
COc1ccc2nc(C)cc(C(=O)O)c2c1 | 1 | -4 | -20 | -17 | -102[fluorescence artefact?] | -1 | -2 | 14 | -11
c1ccc2[nH]c(-c3cscn3)nc2c1 | 0.97&1 | 8 | 5 | -15 | -2 | 0&-1 | 2 | -12 | -12
CCOc1ccc2[nH]c(=O)c(CN(Cc3nnnn3Cc3ccccc3)CC3CCCO3)cc2c1 (stereo not given) | 1.1 | -2 | -3 | -3 | -18 | -4 | -2 | 11 | 8
CCOP(=O)(c1ccc(N(C)C)cc1)C(O)c1ccccc1OC (stereo not given) | 1 | -4 | 7 | 8 | -4 | 9 | 2 | 8 | 1
COc1ccc(CNC(=O)CCn2c(=O)oc3ccccc32)cc1 | 1 | -4 | 2 | 8 | -3 | -2 | 1 | 6 | 1
O=C(O)CCCNS(=O)(=O)c1cccs1 | 1 | 1 | 3 | -2 | 2 | -1 | 5 | 13 | 9
COc1ccccc1N1CC(C(=O)OCC(=O)c2ccc(F)cc2)CC1=O (stereo not given) | 1 | nt | 2 | -4 | 1 | nt | 18 | 11 | 10
CCOC(=O)N1CCN(S(=O)(=O)c2ccc(C(=O)Nc3sc4c(c3C#N)CCC4)cc2)CC1 | 1 | 4 | 5 | -5 | 1 | 1 | 8 | 10 | 29
N#CC1=C(N)OC2=C(C(=O)CCC2)C12CCC1(CC2)OCCO1 | 0.98 | 0 | 7 | -2 | -5 | -6 | 4 | 5 | -12
COc1ccccc1NC(=O)CSc1nnnn1-c1ccc2c(c1)OCO2 | 0.99 | -9 | -11 | -15 | -3 | 0 | 6 | 18 | 4
CCC(=O)Nc1c(-c2cccs2)c(=O)c2ccccc2n1C | 1.1 | -7 | 9 | -20 | 0 | -3 | 5 | 12 | -27
CCN(C(=O)Cn1c(=O)n2nc(CCn3nc(C)cc3C)nc2c2ccccc21)c1cccc(C)c1 | 0.99 | 7 | -18 | -16 | -4 | -1 | 6 | 9 | 10
O=C(COC(=O)c1ccco1)Nc1ccccc1 | 0.98 | -3 | 1 | -16 | 1 | -1 | 5 | -3 | -15
CN1C(=O)C(CC(=O)Nc2ccc3c(c2)Cc2ccccc2-3)N(C)C1=O (stereo not given) | 1 | -2 | 1 | -2 | 0 | -24 | 8 | 3 | 12

# Rewritten with two lines to a compound: part of the list above
# Below each compound: A340 absorber, JNK3 blocker, FXIIa inh mix, Cdc25B block, MMP-13 inhibitor, Hsp90 block, FXIa inh mix, AP complement, MKP-1 inh
- CC(n1cnnn1)C12CC3CC(CC(C3)C1)C2 (stereo not given)
    0.99, 0, 0, -1, -7, -1, 12, -1, -4
- c1ccc(COc2ccc(OCCn3cncn3)cc2)cc1
    1, 1, 10, -15, 5, -5, 4, 14, -14
- CCC(c1nnc(SCC(=O)NCC2CCCO2)n1Cc1ccccc1)N(C)C (stereo not given)
    0.99, 0, 6, -4, 6, -2, -1, 13, 1
- COc1ccc2nc(C)cc(C(=O)O)c2c1
    1, -4, -20, -17, -102[fluorescence artefact?], -1, -2, 14, -11
- c1ccc2[nH]c(-c3cscn3)nc2c1
    0.97&1, 8, 5, -15, -2, 0&-1, 2, -12, -12
- CCOc1ccc2[nH]c(=O)c(CN(Cc3nnnn3Cc3ccccc3)CC3CCCO3)cc2c1 (stereo not given)
    1.1, -2, -3, -3, -18, -4, -2, 11, 8
- CCOP(=O)(c1ccc(N(C)C)cc1)C(O)c1ccccc1OC (stereo not given)
    1, -4, 7, 8, -4, 9, 2, 8, 1
- COc1ccc(CNC(=O)CCn2c(=O)oc3ccccc32)cc1
    1, -4, 2, 8, -3, -2, 1, 6, 1
- O=C(O)CCCNS(=O)(=O)c1cccs1
    1, 1, 3, -2, 2, -1, 5, 13, 9
- COc1ccccc1N1CC(C(=O)OCC(=O)c2ccc(F)cc2)CC1=O (stereo not given)
    1, nt, 2, -4, 1, nt, 18, 11, 10
- CCOC(=O)N1CCN(S(=O)(=O)c2ccc(C(=O)Nc3sc4c(c3C#N)CCC4)cc2)CC1
    1, 4, 5, -5, 1, 1, 8, 10, 29
- N#CC1=C(N)OC2=C(C(=O)CCC2)C12CCC1(CC2)OCCO1
    0.98, 0, 7, -2, -5, -6, 4, 5, -12
- COc1ccccc1NC(=O)CSc1nnnn1-c1ccc2c(c1)OCO2
    0.99, -9, -11, -15, -3, 0, 6, 18, 4
- CCC(=O)Nc1c(-c2cccs2)c(=O)c2ccccc2n1C
    1.1, -7, 9, -20, 0, -3, 5, 12, -27
- CCN(C(=O)Cn1c(=O)n2nc(CCn3nc(C)cc3C)nc2c2ccccc21)c1cccc(C)c1
    0.99, 7, -18, -16, -4, -1, 6, 9, 10
- O=C(COC(=O)c1ccco1)Nc1ccccc1
    0.98, -3, 1, -16, 1, -1, 5, -3, -15
- CN1C(=O)C(CC(=O)Nc2ccc3c(c2)Cc2ccccc2-3)N(C)C1=O (stereo not given)
    1, -2, 1, -2, 0, -24, 8, 3, 12

# (more compounds)
Molecule | A340 absorber | JNK3 blocker | FXIIa inh mix | Cdc25B block | MMP-13 inhibitor | Hsp90 block | FXIa inh mix | AP complement | MKP-1 inh
Nc1nc2ccccc2n1CCN1CCCC1 | 1 | -1 | 0 | -1 | 0 | 0 | 5 | 12 | -3
COc1ccccc1-c1nnn(CC#N)n1 | 0.97 | -5 | 1 | 0 | 0 | -1 | 11 | -9 | 5
O=C(Nc1ccccc1-c1ccccc1)NC1CCN(CC(=O)N2CCOCC2)CC1 | 0.99 | 1 | -16 | -1 | 0 | 1 | 1 | 9 | 9
CSc1ccc(N2C(=O)NC3(CCCCC3)C2=O)cc1 | 0.99 | 3 | 3 | -3 | 5 | 2 | 1 | -29 | 12
CCCCOc1ccc(C(=O)N2CCCCCC2)cc1 | 1 | -2 | -16 | -19 | 0 | -5 | 3 | 19 | 2
Cc1cc(C(=O)CSc2nnc(-c3ccc(OC(F)F)cc3)o2)c(C)n1Cc1cccs1 | 1 | 13 | 14 | 1 | -3 | -3 | 6 | -12 | 26
COc1ccc(C2C(C#N)=C(N)OC3=C2C(=O)CCC3)c(OC)c1OC (stereo not given) | 1 | 2 | 4 | 3 | 1 | -3 | 4 | 3 | 21
COc1ccc(-c2ccc(-c3noc(-c4ccncc4)n3)c(OC)n2)cc1 | 1.1 | 5 | -33 | 1 | -4 | -8 | 7 | 16 | -14
CCc1cc2c3c(c(=O)oc2cc1O)CCCC3 | 1.2 | 8 | 4 | 2 | i[fluorescence artefact?] | 0 | -3 | 3 | -3
Cc1cc(=O)n(CCCO)c(O)c1C#N | 1 | 5 | -13 | -3 | 1 | 3 | 10 | 11 | 3
